Source: PubChem BioAssay (National Center for Advancing Translational Sciences (NCATS))
Pf growth 48h: P. falciparum growth inhibition at 48 hours (one generation) | P. falciparum luciferase growth in erythrocytes, 48 h | Potency, µM (series often up to 28.7 µM), inactives show top-dose activity change, negative = inhibition, most hits filed as inhibitors | actives 5.9% (n = 310,000) | AID 504832; note: potency is the fitted concentration of half-maximal effect; % is set by controls: 0 for no effect and ±100 for the full control effect
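Here the parasites carry a stable luciferase gene and grow inside erythrocytes in Albumax-based RPMI medium with compound for one erythrocytic cycle. Activity is scored as loss of luminescent signal.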
Shiga inhibitor: Shiga toxin inhibition. AID 2315. actives 9.2% (n = 290,000). Vero cells, Shiga toxin protein synthesis inhibition reporter. inhibition, % at 38.7 µM; in the data active = inhibition mostly above about 28%, no sharp cut-off; inactive = mostly below about 43%; note: 0% is about no effect
Tb PYK inh: blocks Trypanosoma brucei pyruvate kinase. Q57TT1. TbPYK enzyme, Kinase-Glo Plus ATP luminescence, 45 min. Potency, µM (doses to about 76.8 µM), for the others: top-dose activity, negative = inhibition, most hits filed as inhibitors. actives 0.12% (n = 410,000). AID 624173; note: potency is the fitted concentration of half-maximal effect; % is set by controls: 0 for no effect and ±100 for the full control effect; nearly all actives have a fitted effect of over 50% in size
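Glycolytic pyruvate kinase of T. brucei was incubated with substrate, test compound and 130 uM ADP for 45 minutes at room temperature. Luminescent Kinase-Glo Plus signal was measured after 10 minutes.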
Cycloheximide cs: affects cycloheximide protein synthesis inhibition readout, counter-screen; actives 12% (n = 300,000); max response, %; cell reporter, cycloheximide protein synthesis inhibition counterscreen; in the data active = max response mostly above about 13%, no sharp cut-off; inactive = mostly below about 14%; note: read at 38.3 µM for the half of the compounds with a filed dose; 0% is about no effect
LmPK inh: inhibitors of Leishmania mexicana pyruvate kinase; purified LmPK, Kinase-Glo ATP luminescence, 1 h; AID 1721; Potency, µM (titrated, usually from 57.5 µM), for the others: at the highest dose activity change, negative = inhibition, hits mostly inhibitors; actives 0.37% (n = 290,000); Q27686; note: potency is the fitted concentration of half-maximal effect; % is set by controls: 0 for no effect and ±100 for the full control effect
Target sequence (Q27686 whole entry, looked up): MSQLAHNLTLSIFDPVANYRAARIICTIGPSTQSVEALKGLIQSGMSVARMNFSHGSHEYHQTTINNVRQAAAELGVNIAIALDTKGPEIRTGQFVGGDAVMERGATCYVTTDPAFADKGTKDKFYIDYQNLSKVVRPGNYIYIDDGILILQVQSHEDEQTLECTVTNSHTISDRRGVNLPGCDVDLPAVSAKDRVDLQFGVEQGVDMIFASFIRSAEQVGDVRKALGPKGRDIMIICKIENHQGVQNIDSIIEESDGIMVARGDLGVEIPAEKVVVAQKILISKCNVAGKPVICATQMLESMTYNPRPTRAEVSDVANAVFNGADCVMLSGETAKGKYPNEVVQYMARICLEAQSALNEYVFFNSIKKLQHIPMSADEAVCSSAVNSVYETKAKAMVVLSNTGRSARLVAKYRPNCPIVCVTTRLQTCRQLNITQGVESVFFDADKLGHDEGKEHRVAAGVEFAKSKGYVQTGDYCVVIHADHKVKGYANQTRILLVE
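Purified LmPK (0.1 nM) with 0.5 mM PEP and 0.1 mM ADP in imidazole buffer pH 7.2 with MgCl2/KCl, 1 h at room temperature. ATP formed was read by luciferase luminescence and normalized to no-enzyme and uninhibited controls.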
AMA1 RON2 block: AMA1-RON2 (P. falciparum) interaction inhibition | AlphaScreen AMA1-biotinylated RON2 peptide binding | AID 720542 | Potency, µM (titrated, usually from 58.2 µM), for inactives: top-dose activity change, negative = inhibition, most hits filed as inhibitors | actives 0.2% (n = 360,000);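 note: potency is the fitted concentration of half-maximal effect; 0% = vehicle wells and -100% = peptide control; nearly all actives have a fitted effect of over 45% in size; some results filed as inactive show a strong effect at the top dose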
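AMA1 (3D7) with his tag at 25 nM final met compounds first, then biotinylated RON2 peptide at 25 nM; detection used donor plus acceptor beads, 10 µg/mL apiece, read by AlphaScreen after 30 min at room temperature.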
Pf growth 96h: inhibits malaria parasite growth, 96 h; actives 6.9% (n = 320,000); P. falciparum luciferase reporter growth, 96 h; Potency, µM (top dose mostly 28.7 µM), without a hit: top-dose activity change, negative = inhibition, usual class: inhibitors; note: potency is the fitted concentration of half-maximal effect; % is set by controls: 0 for no effect and ±100 for the full control effect
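96 h incubation, 37 C, 5% CO2, of luciferase-reporter P. falciparum-infected RBCs (2% hematocrit, 0.05% parasitemia final) with test compounds; endpoint luminescence.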
The depositor's hits bear a star; ? = inconclusive; nt = not tested or not shown; & = joins results of further samples; [ ] = dose if it differs, or a comment. Unless noted, calls come from the whole dose curve; as a rule, active = well fitted curve in the direction sought with a large enough effect; inconclusive = small, poorly fitted or top-dose-only effect, or another doubt; inactive = no such curve, though single readings can be large; an effect the other way counts as inactive or inconclusive.

smiles	Pf growth 48h	Shiga inhibitor	Tb PYK inh	Cycloheximide cs	LmPK inh	AMA1 RON2 block	Pf growth 96h
CCOC(=O)c1c(NC(=S)NC(=O)/C=C/c2cccs2)sc(C)c1C	19%	-11	-1%	-1	2%	11%	0%
O=C(NCCc1cnc[nH]1)Nc1cccc(C(F)(F)F)c1	-19%	-9	-4%	1	-4%	42%[activator]	0%
Cc1nn(C)cc1/C=N\NC(=O)c1ccc2c(c1)c(C)c(C)n2Cc1ccccc1	nt	-4	3%	-1	1%	70%[activator]	?
CCOC(=O)C1(Cc2cccc(F)c2)CCN(C(=O)Cn2cnnn2)CC1	16%	16	3%	2	2%	0%	2%
O=C(NCC(c1ccco1)N1CCCC1)c1ccc(S(=O)(=O)Nc2ccccc2F)cc1 (centres undefined)	?	nt	-1%	nt	nt	1%	?
O=[n+]1cc(-c2ccc(Cl)cc2)n([O-])c2c1CCCCC2	17%	-44	-3%	6	-3%	-10%[11.6 µM]	34%[activator]
CCNC(=O)O/N=C(\C)c1sc(-c2ccc(Cl)cc2)nc1C	180%[activator]	114*	0%	52*	-30%	14%	244%[activator]
Cc1ccc2nc(C)cc(N/N=C/c3cccc(O)c3)c2c1	?	11	2%	1	-2%	-9%	-39%
CCC(C)[C@H](NC(=O)OC(C)(C)C)C(=O)N/N=C/c1ccc2cc(OC)ccc2n1 (some centres undefined)	?	-4	2%	8	-1%	50%[activator]	?
Cc1ccc(C)c(C(=O)CN2C(=O)c3ccccc3C2=O)c1	19%	-15	-3%	9	-2%	3%	25%
C/C(=N\NC(=O)CSc1nc2ccccc2o1)c1ccc(O)cc1	37%[activator]	114*	-12%	45*	3%	61%[activator]	248%[activator]
O=C(CCC1CCCN(C(=O)c2cccnc2)C1)NCc1ccccc1F (centres undefined)	12%	3	0%	17*	-13%	-1%	-13%
CCCC1(c2ccccc2)NC(=O)N(CC(=O)NCc2ccc(OC)cc2)C1=O (centres undefined)	-21%	6	2%	-1	-3%	8%	?
CC(=O)NCC1(O)CCCC(C)C1 (centres undefined)	3%	-3	-2%	1	-3%	-3%	?
CC1CCCC(C)N1CCCNC(=O)c1cc2c(=O)n(C)c3ccccc3c2n1C (centres undefined)	nt	9	1%	2	7%	-3%	?

Only Pf growth 48h, Tb PYK inh and Cycloheximide cs, for two of the compounds above:
SMILES,Pf growth 48h,Tb PYK inh,Cycloheximide cs
C/C(=N\NC(=O)CSc1nc2ccccc2o1)c1ccc(O)cc1,37%[activator],-12%,45*
O=C(CCC1CCCN(C(=O)c2cccnc2)C1)NCc1ccccc1F (centres undefined),12%,0%,17*

Next compounds.
smiles	Pf growth 48h	Shiga inhibitor	Tb PYK inh	Cycloheximide cs	LmPK inh	AMA1 RON2 block	Pf growth 96h
O=C(CSc1nc(-c2ccc(F)cc2)cc(C(F)(F)F)n1)Nc1ccc2c(c1)OCO2	15%	-3	2%	-2	0%	-2%	?
COc1ccc(N2CCN(S(=O)(=O)c3ccc(C(=O)NC4CCCC4)cc3)CC2)cc1	?	-5	5%	-2	1%	17%	?
O=C(NCCCl)Nc1cccc(Br)c1	-9%	-4	5%	-3	-1%	-9%	14%
COc1cccc(OCCSc2nnc3sc4ccccc4n23)c1	11%	21*	5%	40*	4%	0%	7%
N#CCO/N=C(\c1ccccc1)c1ccncc1	11%	-15	-4%	0	3%	-2%	?
COc1cccc(N2CCN(c3ncnc4c3cnn4-c3ccc(C)cc3C)CC2)c1	nt	41	5%	17*	3%	-19%	5.9µM*
COCCn1c(C)cc(C(=O)CN2C(=O)NC3(CCCCCCC3)C2=O)c1C	21%	93*	-10%	52*	0%	-7%	nt
CCOC(=O)c1sc2c(c1C)C(c1cccs1)C1=C(CCCC1=O)N2 (centres undefined)	?	-5	-8%	3	3%	15%	12µM*
CC(=O)Nc1nc(C)nc(-c2ccccc2)c1C(C)=O	-7%	-14	-2%	-3	0%	2%	22%
CCOC(=O)c1sc(NC(=O)CSc2nccc(C)n2)c(C#N)c1C	8%	-12	6%	4	8%	-10%	nt
CCCCC(=O)Nc1ccc(C(=O)NNC(=O)c2ccco2)cc1	11%	-4	6%	-3	-5%	2%	0%
COC(=O)c1cc(CN2CCN(c3ccccc3C)CC2)ccc1O	nt	-3	21%	-4	-1%	-11%	?
COc1ccccc1N1CCN(C(=O)c2cnn3cccnc23)CC1	4%	-6	nt	-3	-5%	nt	14%
CCOc1ccc(N2CC(C(=O)Nc3cccc(S(=O)(=O)N4CCCC4)c3)CC2=O)cc1 (centres undefined)	?	nt	2%	nt	nt	-11%	?
COc1cc(NC(=O)CCN2CCN(CCO)CC2)cc(OC)c1	-23%	-3	-1%&-5%	-1	-2%	1%	0%
Cc1cc(NC(=O)Cc2cccs2)nn1CC(=O)NCc1ccco1	-2%	-2	-13%	1	-5%	4%	?
COc1cc(C)c(S(=O)(=O)NC2CC(C)(C)NC(C)(C)C2)cc1C	nt	-10	2%	-2	3%	-29%	-30%
CCCCCN(C(=O)CCC(=O)OCc1cc(C(C)=O)ccc1OC)c1c(N)n(CCCC)c(=O)[nH]c1=O	?	nt	-1%	nt	nt	-24%	?
COc1ccc(C)cc1S(=O)(=O)N(C)CC(N)=O	-7%	11	-6%	-3	-2%	6%	10µM*
CSc1cccc(NC(=O)c2ccc(Cl)nc2)c1	?	61*	34%[activator]	40*	-1%	13%	?
O=C(NN=C1CCCCCCC1)C(=O)NC1CCCCC1	28%	-19	-8%	0	2%	3%	?
Cc1nc2ccccn2c1C(=O)N/N=C/c1cc(C)n(-c2ccc(Cl)cc2)c1C	?	13	5%	12	3%	5%	?
O=C1CCCN1CCC1CCN(C(=S)Nc2ccc(F)cc2)CC1	nt	25	2%	1	2%	7%	-15%
Cc1cc(Cl)ccc1OC(C)C(=O)NN=C1CCCCCC1 (centres undefined)	24%	-5	5%	-2	-2%	99%[activator]	0%
CCc1ccc2nc(N(CCN(C)C)C(=O)c3ccc4ccccc4c3)sc2c1	5%	11	-2%	21	-2%	1%	27%
Cc1ccc(NC(=O)CSCC(=O)O)c(C)c1	-6%	-10	7%	2	0%	-3%	33%[activator]
CN(Cc1ccccc1)C(=O)CCn1c(=O)c2cccn2c2cccnc21	?	14	6%	-1	12%	-4%	?
COCCN1C(=O)c2ccccc2C(C(=O)N2CCN(c3ccccn3)CC2)C1c1ccc(F)cc1 (centres undefined)	?	17	-2%	-3	0%	7%	-3%
CCn1c(SCC(=O)c2ccccc2)nc2c(c1=O)SC(C)C2 (centres undefined)	?	7	?	2	-1%	-2%	30%[activator]
CC1CCN(c2ccccc2NC(=O)c2ccc(C#N)cc2F)CC1	?	27	0%	12	4%	16%	19%
O=C(CSc1nnc(SCc2ccccc2Cl)s1)N/N=C/c1c[nH]c2ccccc12	36%[activator]	14	-7%	1	1%	41%[activator]	7%
COCCCNC(=O)/C(C#N)=c1\s/c(=C\c2ccccc2OC(F)F)c(=O)n1CCCOC	-23%	10	-6%	1	4%	-20%	?
O=S(=O)(Nc1cccc(-c2nnco2)c1)c1ccc(F)cc1F	13%	-1	6%	-1	-1%	-1%	-1%
O=C(Cn1nnc(-c2ccc(Cl)cc2)n1)NC1CCN(Cc2ccccc2)CC1	-15%	-4	-4%	21	3%	3%	?
CCOC(=O)c1cnc2c(C)cccc2c1Nc1cccc(C(=O)O)c1	-7%	10	5%	4	3%	50%[activator]	21%
Cc1ccc(CN2CCSc3ccc(C(=O)NCCCN4CCOCC4)cc32)cc1	?	-2	0%	-3	12%	-20%	162%[activator]
COCCOC(=O)C1=C(N)OC2=C(C(=O)CCC2)C1c1cccnc1 (centres undefined)	?	-4	1%	-3	-1%	-28%	32%[activator]
CN(C)CCCN(C(=O)c1ccc(S(=O)(=O)N2CCCCCC2)cc1)c1nc2c(F)cccc2s1	-5%	-10	2%	-2	-2%	-7%	11%
COC(=O)C1NN=C(C(=O)c2ccc(Br)cc2)C1c1cccc(Br)c1 (centres undefined)	?	8	-3%	-2	-1%	6%	?
OCCCc1nc2ccccc2[nH]1	?	-20	4%	-5	10%	9%	?
Cc1ccc(S(=O)(=O)NCc2n[nH]c(=S)n2C)cc1	5%	-6	-22%	-4	4%	-3%	?
O=C(CSCC(=O)N1CCN(c2ccccc2)CC1)Nc1nc(-c2ccc(Cl)s2)cs1	?	9	-1%	6	5%	-19%	?
COc1cccc2cc(C(=O)N(C)C3CCN(C)CC3)c(=O)oc12	10%	-2	-3%	1	-4%	-3%	14%
COc1ccc(/C=N/n2c(SC)nnc(C(C)(C)C)c2=O)cc1	nt	-6	-9%	-2	-5%	0%	-8%
Cc1cccc(N2CCN(C(=O)c3ccnn3C)CC2)c1C	0%	-5	-13%	-5	-5%	7%	?
O=C(O)CC(NC(=O)C(F)(F)F)c1ccc2c(c1)OCO2 (centres undefined)	?	-4	-5%	1	1%	-8%	35%[1.15 µM]
CC(C(=O)Nc1ncc([N+](=O)[O-])s1)N1C(=O)c2ccccc2S1(=O)=O (centres undefined)	3%	nt	2%	nt	nt	41%[activator]	10%
COc1ccc(NC2CCCN(C(=O)c3cccc(N(C)C)c3)C2)cc1 (centres undefined)	5%	11	-1%	-4	-5%	-10%	-12%
Cc1ccc(N=Cc2cc(C)n(C3CCCC3)c2C)cc1	37%[activator]	36	2%	12	-1%	-4%	22%
CCC(C)[C@H](NC(=O)[C@H](Cc1ccccc1)n1c(=O)[nH]c2ccccc2c1=O)C(=O)NCC1CCC(C(=O)O)CC1 (some centres undefined)	-17%	-13	-2%	-2	-1%	8%	13µM*
NS(=O)(=O)c1ccc(N/N=C/c2ccccc2Br)cc1	19%	29	2%	14	0%	-18%	54%[activator]
CC(=O)c1ccc(NC(=O)C(Cc2ccccc2)n2cccc2)cc1 (centres undefined)	0%	-3	-27%	-5	4%	-8%	19%
CCc1ccc(NC(=O)COc2cccc(-n3cnnn3)c2)cc1	11%	17	2%	8	-3%	-2%	28%
COc1cccc(OCc2cc(C(=O)N(C)Cc3nc4ccccc4[nH]3)no2)c1	-8%	125*	0%	38*	4%	-3%	37%[activator]
CC(C)(C)NC(=O)CSc1nc(N)c(-c2ccccc2)c(=O)[nH]1	5%	-3	-1%	-3	-7%	7%	-3%
O=C(Nc1ccc(F)cc1)c1cc(S(=O)(=O)N2CCCCC2)cs1	-13%	-7	-7%	-2	10%	-5%	?
O=C(CN1C(=O)c2ccccc2C1=O)NCc1ccccn1	0%	25	-4%	1	1%	87%[activator]	3%
CC(C)CC(=O)Nc1ccc(-c2cn3cccnc3n2)cc1	39%[activator]	88*	3%	29*	0%	-10%	3%
Cc1c(N2C(=O)/C(=C/c3ccccc3)SC2=S)c(=O)n(-c2ccccc2)n1C	47%[activator]	-12	0%	-4	-1%	24%	86%[activator]
